Screens from PubChem.
hiPSC survival – increases survival of single human iPS cells. survival enhancement, % at 20 µM. hiPSC single-cell survival, ATPlite luminescence; 100% = ROCK inhibitor wells, 0% = DMSO. AID 602274. hit rate 0.044% among 360,000; in the data active = survival enhancement above about 18%;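 also: cells exposed to compounds for 16 hours before the ATP read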
aDG glyco act – alpha-DG glycosylation activation; activation, % at 10 µM; Pro5-aDG cells, alpha-DG glycosylation AlphaScreen (IIH6); 0% Pro5, 100% B10-LARGE cell signal; hit rate 0.22% among 360,000;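 active = activation of at least 8% versus controls, or a plate z-score of at least 8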;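 also: Pro5 are CHO cells carrying HIG-tagged alpha-DG that lacks glycosylation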
H9c2 protect – modulators protecting cardiomyocytes from myocardial damage. protection from H2O2 cell death, % at 20 µM. H9c2 cardiomyocytes, H2O2 injury protection, ATPLite, 2 h. hit rate 0.63% among 360,000;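 active = compounds giving at least 50% protection of heart cells from peroxide-induced death in the single-dose screen, raw or plate-pattern-corrected value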;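 also: 0% = DMSO wells with peroxide and 100% = DMSO wells without peroxide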
m5-HT2A agonist – activates the mouse 5-HT2A serotonin receptor | P35363 | CHO-K1 mHTR2A beta-arrestin complementation, luminescence; percent of 30 µM serotonin response | activation, % at 7.6 µM | hit rate 0.66% among 360,000 | AID 624169;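 active = activation above a run cutoff, the mean activation of all tested compounds plus 3 SD, cut at about 14% in these data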;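 also: 0% = plate median of compound wells and 100% = 30 µM serotonin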
Target sequence (P35363 whole entry, looked up): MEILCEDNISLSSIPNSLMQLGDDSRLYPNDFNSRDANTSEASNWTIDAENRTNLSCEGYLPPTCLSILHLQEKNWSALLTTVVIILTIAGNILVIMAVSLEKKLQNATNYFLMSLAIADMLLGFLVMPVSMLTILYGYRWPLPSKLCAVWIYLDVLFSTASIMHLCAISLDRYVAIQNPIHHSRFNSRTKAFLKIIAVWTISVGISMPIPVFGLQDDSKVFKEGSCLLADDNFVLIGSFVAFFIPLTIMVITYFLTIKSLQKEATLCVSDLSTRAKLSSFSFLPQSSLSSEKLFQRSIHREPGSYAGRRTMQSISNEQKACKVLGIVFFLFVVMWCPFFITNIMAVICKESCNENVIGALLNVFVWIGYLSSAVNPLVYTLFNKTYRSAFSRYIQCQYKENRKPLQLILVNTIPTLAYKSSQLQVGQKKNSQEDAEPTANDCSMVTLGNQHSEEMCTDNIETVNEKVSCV
Vif inh – HIV Vif inhibition. inhibition, % at 7.49 µM. HEK293T cells, Vif self-association by quenched fluorescence, imaging, 24 h. hit rate 0.35% among 340,000. AID 602346; in the data active = inhibition above about 50%, passing the limit was not always enough; inconclusive = no clear call, values can overlap the other calls; inactive = below about 31%; also: some results filed as inactive read as strong as hits
N-glyco inh – N-linked glycosylation inhibition; D54 ERlucT glycosylation luciferase reporter, 24 h; percent of 100 nM tunicamycin response; reporter increase, % at 12.5 µM; hit rate 0.23% among 360,000;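 active = mean luciferase reporter signal, scaled so untreated is 0 and the glycosylation-blocking control 100, at or above a set limit in every replicate; inconclusive = mean reaches the limit but not every replicate does; inactive = mean below the limit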;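 also: luciferase carries N-glycosylation sites so blocking glycosylation raises the light; 0% = median of neutral control wells and 100% = median of 100 nM tunicamycin wells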
ABCB6 inh 2 – inhibitors of human ABC transporter ABCB6; fluorescence ratio to DMSO, % at 10 µM; hit rate 0.19% among 360,000; K562-ABCB6 porphyrin accumulation, flow cytometry, 1 h; hits give low values; AID 602162; Q9NP58;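 active = fluorescence ratio to DMSO below 75%, the collection mean minus 3 SD; inconclusive = too few cells collected in the well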;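 also: signal is porphyrin accumulated inside mitochondria; 100% equals median channel fluorescence of DMSO control wells; lower ratio means ABCB6 inhibition with less porphyrin fluorescence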
Granule exo inh – lytic granule exocytosis inhibition; TALL-104 LAMP-1 surface exposure, flow cytometry; cells stimulated with thapsigargin and PMA; inhibition, % at 10 µM; hit rate 0.66% among 360,000; AID 651702;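 active = inhibition above about 55%, limit read from the data; inconclusive = no clear call, values can overlap the other calls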
CaV13 FRET inh – Primary screen for inhibitors of IQ motif and Ca2+-dependent inactivation inhibitor domain binding in CACNA1D, Förster resonance energy transfer in living cells, …. HEK cells, CFP/YFP FRET ICDI-IQ, plate reader, 10 min; percent FRET-ratio fall versus neutral wells. inhibition, % at 12.3 µM. hit rate 0.098% among 340,000. AID 743397;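 active = mean replicate inhibition of at least 30% and at least 1% of replicates passing that level; inconclusive = only one of the two criteria is met; inactive = neither criterion is met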;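 also: 0% = median of the neutral control wells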
PDI turbidity – PDI (human) enzyme inhibition; P07237; PDI insulin aggregation turbidity, A650, 90 min; inhibition, % at 10 µM; hit rate 0.052% among 350,000;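 active = mean inhibition across replicates of 30% or more, whatever share of single replicates reach that level; inconclusive = mean inhibition below 30% while every single replicate reaches 30%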;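 also: absorbance from insulin aggregation driven by PDI reduction with DTT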
Target sequence (P07237 whole entry, looked up): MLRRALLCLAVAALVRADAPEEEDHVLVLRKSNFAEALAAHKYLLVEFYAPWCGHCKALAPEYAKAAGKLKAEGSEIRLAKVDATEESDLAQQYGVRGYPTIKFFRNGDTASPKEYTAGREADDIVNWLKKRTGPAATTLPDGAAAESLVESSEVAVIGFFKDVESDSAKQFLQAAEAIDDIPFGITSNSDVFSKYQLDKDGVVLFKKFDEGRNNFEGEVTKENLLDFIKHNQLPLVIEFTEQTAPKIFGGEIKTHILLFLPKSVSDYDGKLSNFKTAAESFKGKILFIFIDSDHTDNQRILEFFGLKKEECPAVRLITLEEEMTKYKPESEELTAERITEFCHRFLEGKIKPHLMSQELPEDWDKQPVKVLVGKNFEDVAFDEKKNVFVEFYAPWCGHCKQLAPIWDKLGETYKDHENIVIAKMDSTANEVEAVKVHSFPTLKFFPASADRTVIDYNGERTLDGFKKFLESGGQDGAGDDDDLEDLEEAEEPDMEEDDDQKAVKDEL
Numbers without * were called inactive.

How did CCOc1ccc(Nc2nc(Cc3nnc(SCC(=O)O)o3)cs2)cc1 do in these assays?
hiPSC survival: -0.5; aDG glyco act: -0.1; H9c2 protect: -5; m5-HT2A agonist: 3; Vif inh: -3; N-glyco inh: -2; ABCB6 inh 2: 93; Granule exo inh: -4; PDI turbidity: 7

Results for O=C(Nc1nc(-c2ccccc2)nc2ccccc12)c1ccc(F)cc1 ?
hiPSC survival: 0.6; aDG glyco act: -0.6; H9c2 protect: 0; m5-HT2A agonist: 2; Vif inh: 16; N-glyco inh: 2; ABCB6 inh 2: 101; Granule exo inh: -2; CaV13 FRET inh: 3; PDI turbidity: 8

How did CCOC(=O)C1=C(N)Oc2cc(C)n(C)c(=O)c2C1c1ccncc1 (centres undefined) do in these assays?
hiPSC survival: -1.7; aDG glyco act: -0.1; H9c2 protect: 1; m5-HT2A agonist: 11; Vif inh: -2; N-glyco inh: 1; ABCB6 inh 2: 87; Granule exo inh: 2; CaV13 FRET inh: -4; PDI turbidity: 5

How did COc1cc(S(=O)(=O)n2ccc(C)n2)ccc1Cl do in these assays?
hiPSC survival: -0.7; aDG glyco act: 0.0; H9c2 protect: -2; m5-HT2A agonist: -5; Vif inh: -3; N-glyco inh: 1; ABCB6 inh 2: 95; Granule exo inh: 2; CaV13 FRET inh: -2; PDI turbidity: 5

What do the screens show for `CCOc1c2ccc(C(=O)NC3CCCc4ccccc43)cc2nn1C` (centres undefined)?
hiPSC survival: -1.2; aDG glyco act: 0.2; H9c2 protect: -1; m5-HT2A agonist: -2; N-glyco inh: -1; ABCB6 inh 2: 96; Granule exo inh: 5; CaV13 FRET inh: -10; PDI turbidity: -5

What do the screens show for `O=C(NC1CCCCCC1)c1cc(-c2ccccn2)nc2ccccc12`?
hiPSC survival: 0.0; aDG glyco act: -0.4; H9c2 protect: 2; m5-HT2A agonist: -3; Vif inh: -2; N-glyco inh: 1; ABCB6 inh 2: 87; Granule exo inh: -2; CaV13 FRET inh: -15; PDI turbidity: -6

How did CCOCCCNC(=S)N1CCCC(c2nc3ccc(C)cc3[nH]2)C1 (centres undefined) do in these assays?
hiPSC survival: -0.7; aDG glyco act: 0.3; H9c2 protect: -4; m5-HT2A agonist: -6; Vif inh: -5; N-glyco inh: -4; ABCB6 inh 2: 96; Granule exo inh: -1; CaV13 FRET inh: -6; PDI turbidity: -7

What do the screens show for `Cc1noc(NS(=O)(=O)c2ccc(NC(=O)c3nn(-c4ccccc4)ccc3=O)cc2)c1C`?
hiPSC survival: 1.7; aDG glyco act: -0.1; H9c2 protect: -3; m5-HT2A agonist: -5; Vif inh: 5; N-glyco inh: 2; ABCB6 inh 2: 105; Granule exo inh: 3; CaV13 FRET inh: -3; PDI turbidity: -5

How did COC(=O)c1ccc(CN(C(=O)N2CCN(C)CC2)S(=O)(=O)c2ccc(C)cc2)cc1 do in these assays?
hiPSC survival: 1.2; aDG glyco act: 0.7; H9c2 protect: 3; m5-HT2A agonist: 4; Vif inh: -4; N-glyco inh: 0; ABCB6 inh 2: 92; Granule exo inh: -1; CaV13 FRET inh: -8; PDI turbidity: 2

Results for O=C(Nn1c(O)c(C=C2N=c3ccccc3=N2)sc1=S)c1cccc(Cl)c1 ?
hiPSC survival: 0.8; aDG glyco act: -0.3; H9c2 protect: 8; m5-HT2A agonist: -3; Vif inh: 0; N-glyco inh: 0; ABCB6 inh 2: 101; Granule exo inh: 4; CaV13 FRET inh: -6; PDI turbidity: 1

Results for C[C@H](CO)N1C[C@H](C)[C@@H](CN(C)Cc2ccc(Oc3ccccc3)cc2)Oc2c(NC(=O)C3CC3)cccc2C1=O ?
hiPSC survival: -0.6; aDG glyco act: -0.3; H9c2 protect: -2; m5-HT2A agonist: -10; Vif inh: -5; N-glyco inh: 0; ABCB6 inh 2: 95; Granule exo inh: 0; CaV13 FRET inh: -8; PDI turbidity: 4

What do the screens show for `COc1cc(C(=O)Nc2sc3c(c2C(=O)O)CCC(C)C3)cc(OC)c1OC` (centres undefined)?
hiPSC survival: -0.3; aDG glyco act: 0.1; H9c2 protect: -4; m5-HT2A agonist: 4; Vif inh: 122*; N-glyco inh: -1; ABCB6 inh 2: 96; Granule exo inh: 17; CaV13 FRET inh: -7; PDI turbidity: -5

What do the screens show for `CCC(=O)NNc1nc2c(Cl)cccc2s1`?
hiPSC survival: -0.2; aDG glyco act: -0.3; H9c2 protect: 0; m5-HT2A agonist: 2; Vif inh: 1; N-glyco inh: 2; ABCB6 inh 2: 96; Granule exo inh: -2; CaV13 FRET inh: -7; PDI turbidity: -1

How did Cc1ccc(Nc2c(-c3ccco3)nc3nc(C)cc(C)n23)cc1 do in these assays?
hiPSC survival: 3.2; aDG glyco act: 0.3; H9c2 protect: -2; m5-HT2A agonist: 3; Vif inh: 0; N-glyco inh: -1; ABCB6 inh 2: 107; Granule exo inh: 0; CaV13 FRET inh: -4; PDI turbidity: 4

What do the screens show for `CCc1ccc(N2CC(C(=O)NCc3ccc4c(c3)OCO4)CC2=O)cc1` (centres undefined)?
hiPSC survival: -0.8; aDG glyco act: 0.3; H9c2 protect: -3; m5-HT2A agonist: 0; Vif inh: 26; N-glyco inh: 0; ABCB6 inh 2: 98; Granule exo inh: 8; CaV13 FRET inh: -8; PDI turbidity: 0

What do the screens show for `CC1=NN(c2cccc(C(=O)O)c2)C(=O)/C1=C\C=C/c1ccccc1`?
hiPSC survival: -0.2; aDG glyco act: -0.2; H9c2 protect: -14; m5-HT2A agonist: 1; Vif inh: -4; N-glyco inh: 11; ABCB6 inh 2: 99; Granule exo inh: 8; CaV13 FRET inh: -4; PDI turbidity: 5

How did N#C/C(=C\c1ccc(Sc2nc3ccccc3[nH]2)o1)c1ccccc1 do in these assays?
hiPSC survival: -1.5; aDG glyco act: 2.1; H9c2 protect: -30; m5-HT2A agonist: -1; Vif inh: -33; N-glyco inh: 1; ABCB6 inh 2: 95; Granule exo inh: 5; PDI turbidity: -8

How did N/C(=N\OS(=O)(=O)c1ccc(Br)cc1)c1ccncc1 do in these assays?
hiPSC survival: -0.3; aDG glyco act: -0.1; H9c2 protect: -2; m5-HT2A agonist: 2; Vif inh: 11; N-glyco inh: 4; ABCB6 inh 2: 63*; Granule exo inh: 0; CaV13 FRET inh: -3; PDI turbidity: 6

What do the screens show for `CN(CC1CCCO1)S(=O)(=O)c1ccc(C(=O)Nc2ccccc2F)cc1` (centres undefined)?
hiPSC survival: 0.7; aDG glyco act: 0.2; H9c2 protect: 3; m5-HT2A agonist: 4; Vif inh: -7; N-glyco inh: -2; ABCB6 inh 2: 104; Granule exo inh: 12; CaV13 FRET inh: -4; PDI turbidity: 6

Results for CC(C)C[C@H](NC(=O)C1CCN(S(=O)(=O)c2ccccc2)CC1)C(=O)NCc1ccccn1 ?
hiPSC survival: -0.2; aDG glyco act: 0.0; H9c2 protect: -4; m5-HT2A agonist: -2; Vif inh: 2; N-glyco inh: 0; ABCB6 inh 2: 101; Granule exo inh: -21; CaV13 FRET inh: -16; PDI turbidity: -3

What do the screens show for `Cc1nn2c(CN(C(=O)CN3CCOCC3)c3ccccc3)nnc2c2ccccc12`?
hiPSC survival: 0.5; aDG glyco act: -0.3; H9c2 protect: 10; m5-HT2A agonist: 3; Vif inh: 0; N-glyco inh: -4; ABCB6 inh 2: 99; Granule exo inh: 8; CaV13 FRET inh: -3; PDI turbidity: -2

Results for COC(=O)c1[nH]c2c(c1C)C(=O)CC(c1ccccc1)C2 (centres undefined) ?
hiPSC survival: 0.3; aDG glyco act: 0.1; H9c2 protect: -3; m5-HT2A agonist: -5; Vif inh: 4; N-glyco inh: 24; ABCB6 inh 2: 126; Granule exo inh: 1; PDI turbidity: -4

What do the screens show for `C(=N\N1CCOCC1)/c1nc(-c2ccccc2)n2ccccc12`?
hiPSC survival: -0.3; aDG glyco act: 0.1; H9c2 protect: 12; m5-HT2A agonist: 0; Vif inh: inconclusive; N-glyco inh: 1; ABCB6 inh 2: 91; Granule exo inh: -1; CaV13 FRET inh: -8; PDI turbidity: -5

How did CCOc1cc(/C=C2\SC(=S)N(NS(=O)(=O)c3ccc(C)cc3)C2=O)ccc1O do in these assays?
hiPSC survival: -0.6; aDG glyco act: -0.1; H9c2 protect: 3; m5-HT2A agonist: 3; Vif inh: 20; N-glyco inh: 2; ABCB6 inh 2: 97; Granule exo inh: -1; CaV13 FRET inh: -5; PDI turbidity: 26

Results for O=C(O)Cn1c(=O)c2cccn2c2ccccc21 ?
hiPSC survival: -0.5; aDG glyco act: -0.1; H9c2 protect: -1; m5-HT2A agonist: -4; Vif inh: 16; N-glyco inh: 1; ABCB6 inh 2: 105; Granule exo inh: -3; CaV13 FRET inh: -2; PDI turbidity: -3

How did COc1cccc(NCc2cc(=O)oc3cc(C)c(O)cc23)c1 do in these assays?
hiPSC survival: 1.1; aDG glyco act: 0.1; H9c2 protect: 3; m5-HT2A agonist: -2; Vif inh: -4; N-glyco inh: 7; ABCB6 inh 2: 94; Granule exo inh: 2; CaV13 FRET inh: -20; PDI turbidity: -8

Results for Cc1ccc(-c2cc(C(=O)NCc3ccccn3)c3ccccc3n2)cc1 ?
hiPSC survival: 0.0; aDG glyco act: -0.2; H9c2 protect: -1; m5-HT2A agonist: -5; Vif inh: 59*; N-glyco inh: 1; ABCB6 inh 2: 101; Granule exo inh: -3; CaV13 FRET inh: -6; PDI turbidity: -2

How did CC1=C(C(=O)NCc2ccc(Cl)cc2)C2(CCC(C)CC2)OC1=O (centres undefined) do in these assays?
hiPSC survival: -0.5; aDG glyco act: 0.0; H9c2 protect: -4; m5-HT2A agonist: 2; Vif inh: -3; N-glyco inh: -2; ABCB6 inh 2: 88; Granule exo inh: 3; CaV13 FRET inh: 1; PDI turbidity: -2

How did COc1ccc(O)c(CN2CCCC(N3CCN(c4ccccc4OC)CC3)C2)c1 (centres undefined) do in these assays?
hiPSC survival: -0.2; aDG glyco act: 0.0; H9c2 protect: 11; m5-HT2A agonist: 1; Vif inh: 9; N-glyco inh: -1; ABCB6 inh 2: 92; Granule exo inh: 7; CaV13 FRET inh: -6; PDI turbidity: 1

What do the screens show for `Cc1ccc(C)c(S(=O)(=O)NCc2ccc(C(=O)N3CC(C)OC(C)C3)cc2)c1` (centres undefined)?
hiPSC survival: 0.7; aDG glyco act: 0.0; H9c2 protect: 4; m5-HT2A agonist: 2; Vif inh: -5; N-glyco inh: 1; ABCB6 inh 2: 93; Granule exo inh: -1; CaV13 FRET inh: -4; PDI turbidity: 7

Results for Cc1nn(C)cc1C(=O)Nc1ccccc1Br ?
hiPSC survival: -0.6; aDG glyco act: 0.1; H9c2 protect: 12; m5-HT2A agonist: 4; Vif inh: 12; N-glyco inh: 3; ABCB6 inh 2: 99; Granule exo inh: -1; CaV13 FRET inh: -5; PDI turbidity: -4
